TSHR antag = human thyrotropin receptor antagonism | TSHR-expressing cells, TSH-stimulated cAMP HTRF, 2 h; hits give low values | 330,000 tested, 0.2% active | activity change, negative = inhibition, % at 11.5 µM | AID 504810;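 active = activity change below a set negative limit, meaning inhibition stronger than a set level, cut at about -70% in these data; inconclusive = activity change between two set negative limits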; also: % is scaled to controls: 0 for no effect and ±100 for the full control effect
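Competitive HTRF cAMP read-out (cryptate anti-cAMP antibody, cAMP-d2; 30 min, room temperature) in freshly harvested TSHR cells. Compounds added before TSH at EC80 (4nM final), followed by 2 hours' incubation at 37 deg C.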
CXXC DNA block = blocks binding of human MLL CXXC domain to DNA | Potency, µM (titrated, usually from 115 µM), without a hit: at the top dose activity change, negative = inhibition, most hits filed as inhibitors | 290,000 tested, 0.037% active | AID 2662 | MLL-CXXC / FITC-HOXA9 DNA fluorescence polarization | Q03164; active = well fitted inhibition curve with a large enough effect in the polarisation, with a control signal flat, not every such curve was filed as active; inconclusive = small, poorly fitted or top-dose-only effect, or effect the other way, or a change in a side signal; inactive = no such curve, though single readings can be large or run the other way; the % refers to the polarisation; also: potency is read from the fitted curve at half-maximal effect
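Steps: dispense CXXC domain solution (7 uM) → pin compounds or unlabeled HOX-A9 DNA control → 5 min ambient → add FLSN-HOX-A9 solution (50 nM) → spin → 30 min ambient → fluorescence polarization. Tris pH 7.5/NaCl/DTT/BSA buffer.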
TSG101-PTAP inh = blocks PTAP/TSG101 interaction to inhibit HIV-1 budding; Potency, µM (series often up to 115 µM), without a hit: at the top dose activity change, negative = inhibition, hits mostly inhibitors; 340,000 tested, under 10 active; Fluorescence polarization, FITC-PTAP peptide / Tsg101 binding; Q99816; AID 493005; active = well fitted inhibition curve with a large enough effect in the main read-out, with a control signal flat, not every such curve was filed as active; inconclusive = small, poorly fitted or top-dose-only effect, or effect the other way, or a change in a side signal; inactive = no such curve, though single readings can be large or run the other way; also: potency is read from the fitted curve at half-maximal effect; % of control where 0% means no effect
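Tsg101 binding domain (10 uM final) was mixed with compound and a FITC-labeled PTAP peptide (50 nM final) in HEPES pH 7.5 buffer with NaCl, Tween 20, EDTA and TCEP; fluorescence polarization was read after 20 min at r.t.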
Menin-MLL TR inh = menin-MLL binding inhibition, Texas Red mutant peptide; 270,000 tested, 0.23% active; Potency, µM (titrated, usually from 61.6 µM), without a hit: top-dose FP activity change, negative = inhibition, actives largely listed as inhibitors; AID 1768; Menin + Texas Red MLL mutant peptide, fluorescence polarization; O00255; active = well fitted inhibition curve with a large enough effect in the polarisation, with a control signal flat, not every such curve was filed as active; inconclusive = small, poorly fitted or top-dose-only effect, or effect the other way, or a change in a side signal; inactive = no such curve, though single readings can be large or run the other way; the % refers to the polarisation; also: potency is read from the fitted curve at half-maximal effect; % of control where 0% means no effect; many of its hits are not listed in these tables
Mito fusion act = inhibitors of mitochondrial division or activators of mitochondrial fusion | S. cerevisiae fusion-defective mutant growth rescue, CellTiterGlo 48 h | Potency, µM (top dose mostly 46.1 µM), for the others: top-dose growth rescue (activation), actives largely listed as activators | 320,000 tested, 0.23% active | AID 485298;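 also: potency is read from the fitted curve at half-maximal effect; % of control where 0% means no effect; nearly all actives have a fitted effect of over 45% in size; temperature-sensitive fusion mutants such as fzo1-1 at 37 °C on non-fermentable ethanol glycerol medium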
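Read-out: ATP-based luminescence (CellTiterGlo, 10 min ambient) reporting growth of fusion-defective ts yeast after 48 hours at 37C on glycerol/ethanol YPEG medium in the presence of compound.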
AT treatment = potential ataxia-telangiectasia treatment | Potency, µM (series often up to 57.5 µM), for the others: top-dose activation, most hits filed as activators | […] A-T fibroblasts, KAP-1 phosphorylation AlphaLISA; neocarzinostatin DNA damage 30 min before lysis | 320,000 tested, 0.19% active; also: potency is read from the fitted curve at half-maximal effect; % of control where 0% means no effect; nearly all actives have a fitted effect of over 45% in size
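hTERT-immortalized A-T patient fibroblasts ([…]), 500 cells/well in OPTI-MEM, 1% FBS, got compounds for 60 min, then NCS for 30 min at 37C. Lysates were then assayed for phospho-KAP-1 by AlphaLISA (anti-pKAP1 donor, anti-KAP1 acceptor beads), 6 hr at 25C.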
TCR activator = activators of T cell receptors; primary human leukocytes, anti-CD3, IL-2 HTRF, 48 h; Potency, µM (highest dose often 9.22 µM), without a hit: top-dose activation of IL-2 secretion, hits mostly activators; 330,000 tested, under 10 active; also: % of control where 0% means no effect
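Activity was scored as IL-2 release from primary human leukocytes given only a TCR signal (a-CD3 beads) plus compound for 48 hr. Detection used a two-antibody HTRF format read at 665nm.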
ASM inhibitor = blocks human secretory acid sphingomyelinase; AID 504937; 340,000 tested, 0.006% active; Potency, µM (series often up to 57.5 µM), for the others: at the top dose activity change, negative = inhibition, most hits filed as inhibitors; P17405; placental ASM, HMU-PC fluorogenic substrate, 60 min; also: potency is read from the fitted curve at half-maximal effect
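Steps: dispense placental human ASM, pin compound, wait 10 min at room temperature, add HMU-PC0 substrate at 9 uM final, incubate 60 min at 37 °C, add stop solution raising pH to 10, read fluorescence.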
Integrin act MD = activators of alpha7 integrin expression for muscular dystrophy. alpha7betagal myoblasts, beta-gal FDG fluorescence, 48 h. Potency, µM (top dose mostly 38.3 µM), inactives show at the top dose activation, most hits filed as activators. 350,000 tested, 0.064% active;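 also: potency is read from the fitted curve at half-maximal effect; 100% = response of the positive control SU9516; nearly all actives have a fitted effect of over 60% in size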
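Alpha7betagal+/- myoblasts (passage 13) were plated 16-24 hr, then exposed to compounds (1:260 dilution of DMSO stock) for 48 hours at 37C. After MPER lysis, β-galactosidase reporter activity was read as FDG fluorescence (ex 480/em 540) after 30 minutes.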
MBNL1-CUG inh = blocks human MBNL1 binding to CUG repeat RNA. 280,000 tested, 0.036% active. Potency, µM (doses to about 57.5 µM), inactives show at the highest dose activity change, negative = inhibition, actives largely listed as inhibitors. Q9NR56. TR-FRET MBNL1-His/biotin-(CUG)12 binding, 665/545 ratio; active = well fitted inhibition curve with a large enough effect in the signal ratio, with a control signal flat, not every such curve was filed as active; inconclusive = small, poorly fitted or top-dose-only effect, or effect the other way, or a change in a side signal; inactive = no such curve, though single readings can be large or run the other way; the % refers to the signal ratio; also: potency is read from the fitted curve at half-maximal effect; % is scaled to controls: 0 for no effect and ±100 for the full control effect
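TR-FRET between His-tagged MBNL1 and biotin-(CUG)12 RNA, detected with Tb anti-His antibody (0.055 ng/ul) and streptavidin-XL665 (5 nM), 60 min at room temperature. Compounds titrated 92 nM to 58 uM; 665/545 nm ratio normalized to buffer and complex controls.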
Active calls of the source: *; ? = inconclusive; nt = not tested or not shown; [ ] = remark or other dose. Unless noted, calls follow the shape of the dose curve; as a rule, active = well fitted curve in the direction sought with a large enough effect; inconclusive = small, poorly fitted or top-dose-only effect, or another doubt; inactive = no such curve, though single readings can be large; an effect the other way counts as inactive or inconclusive. Some of the compounds tested, so the mix of outcomes need not match the whole.

item	smiles	TSHR antag	CXXC DNA block	TSG101-PTAP inh	Menin-MLL TR inh	Mito fusion act
1	COc1cc2nc(C3CCC3)nc(N3CCN(c4ccccc4OC)CC3)c2cc1OC	18	-6%	0%	-18%	14µM*
2	COc1ccc2[nH]c3c(c2c1)CCNC3C1CC=C(C)CC1 (centres undefined)	15	-12%	-4%	-21%	-8%
3	Cc1ccc2[nH]c3nc(NN)nnc3c2c1	2	17%	-2%	11%	0%
4	Cc1c(NC(=O)C2CCCN2S(=O)(=O)c2ccc(Cl)cc2)c(=O)n(-c2ccccc2)n1C (centres undefined)	1	2%	-2%	-9%	-1%
5	CCc1cc(=O)oc2cc(C)cc(OC(C)C(=O)O)c12 (centres undefined)	32	16%	-9%	-23%	-2%
6	COc1ccc(C2CC(=O)n3c(nc4ccccc43)S2)cc1OC (centres undefined)	4	-4%	-9%	3%	-1%
7	Cc1ccc(S(=O)(=O)N2CCN(C(=O)N3CCOCC3)C2C(C)C)cc1 (centres undefined)	7	-6%	0%	-13%	-5%
8	C=C(C)c1cccc(C(C)(C)NC(=O)Nc2ccc(OC)nc2)c1	-11	25%	-19%	-20%	2%
9	COC(=O)COc1ccc(S(=O)(=O)N2CCN(c3ccc(OC)cc3)CC2)cc1	-10	2%	0%	14%	?
10	CCOCC(=O)N1CCN(c2ccc([N+](=O)[O-])cc2)CC1	-10	-9%	-3%	10%	-3%

item	AT treatment	TCR activator	ASM inhibitor	Integrin act MD	MBNL1-CUG inh
1	0%	-2%[46.1 µM]	-9%	-16%	-14%[11.5 µM]
2	1%	-7%	0%	0%	-5%
3	0%	nt	6%	21%	?
4	0%	5%	1%	8%	9%
5	11%	2%	14%	17%	-3%
6	-5%	3%	4%	-6%	4%
7	4%	-5%	3%	4%	-5%
8	-4%	1%	-2%	3%	3%
9	-1%	-2%	4%	-17%	-12%
10	0%	-4%[46.1 µM]	-4%	-11%	?

(list continues)
item	smiles	TSHR antag	CXXC DNA block	TSG101-PTAP inh	Menin-MLL TR inh	Mito fusion act
11	COc1ccccc1CNn1c(-c2cccc(C)c2)nc2ccccc2c1=O	-22	-4%	0%	0%	?
12	CCCNC(=O)NC(=O)COC(=O)/C=C/c1cc(Br)ccc1F	2	1%	0%	-20%	2%
13	S=C(Nc1ccc(Cl)cc1)c1nc2ccccc2s1	-10	-17%	-3%	?	-5%
14	COc1cc(OC)c(OC)cc1/C=C1\Oc2cc(OCC(=O)N3Cc4ccccc4C[C@H]3C(=O)O)ccc2C1=O	-1	?	?	?	1%
15	c1ccc2c(c1)Nc1cc3ccccc3cc1S2	15	-1%	-2%	nt	-2%
16	CCOC(=O)C(NCCOC)(NC(C)=O)C(F)(F)F (centres undefined)	2	1%	-2%	nt	-2%
17	Cc1ccc(-c2nnc(Nc3ccc(CC(N)=O)cc3)c3ccccc23)cc1S(=O)(=O)NCCO	0	-2%	-1%	14%	-1%
18	O=C(COC(=O)C1(c2ccccc2F)CCCC1)NC1CCS(=O)(=O)C1 (centres undefined)	4	5%	-6%	-5%	-4%
19	CCn1c(=O)cc(OCC(=O)Nc2cccnc2)c2ccccc21	6	5%	-6%	-3%	0%
20	COC(CNC(=O)C1CCCN(S(=O)(=O)c2c(C)noc2/C=C/c2cccs2)C1)OC (centres undefined)	-9	18%	1%	0%	-8%

item	AT treatment	TCR activator	ASM inhibitor	Integrin act MD	MBNL1-CUG inh
11	21%	5%	-4%	-13%	44%[activator]
12	1%	-5%	3%	8%	8%
13	-3%	4%	-14%	-17%	-10%
14	2%	-18%	-4%	-12%	?
15	-7%	-4%	51%[activator]	0%	-4%
16	-7%	-6%	-3%	-2%	-5%
17	5%	3%	0%	7%	?
18	0%	6%	4%	4%	-3%
19	3%	-7%	2%	8%	5%
20	1%	5%	-4%	-32%	?

Exported with tabs: entries from further up
No.	structure	TSHR antag	CXXC DNA block	TSG101-PTAP inh	Menin-MLL TR inh	Mito fusion act	AT treatment	TCR activator	ASM inhibitor	Integrin act MD	MBNL1-CUG inh
14	COc1cc(OC)c(OC)cc1/C=C1\Oc2cc(OCC(=O)N3Cc4ccccc4C[C@H]3C(=O)O)ccc2C1=O	-1	?	?	?	1%	2%	-18%	-4%	-12%	?
17	Cc1ccc(-c2nnc(Nc3ccc(CC(N)=O)cc3)c3ccccc23)cc1S(=O)(=O)NCCO	0	-2%	-1%	14%	-1%	5%	3%	0%	7%	?
18	O=C(COC(=O)C1(c2ccccc2F)CCCC1)NC1CCS(=O)(=O)C1 (centres undefined)	4	5%	-6%	-5%	-4%	0%	6%	4%	4%	-3%

Remaining list, next part:
item	smiles	TSHR antag	CXXC DNA block	TSG101-PTAP inh	Menin-MLL TR inh	Mito fusion act
21	Cc1ccc(SCc2cc(=O)[nH]c(N3CCN(C)CC3)n2)cc1	2	1%	-2%	-3%	4%
22	CC(=O)N1CCc2cc(S(=O)(=O)NCCC(=O)Nc3cccc(C)c3)ccc21	-3	-1%	-4%	10%	-10%
23	O=C(O)CCCn1nc(C(F)(F)F)c2c1CCCCC2	-6	-6%	0%	-1%	-2%
24	Cc1c(NC(=O)CSc2nnc3sc4ccccc4n23)c(=O)n(-c2ccccc2)n1C	-4	2%	-8%	17%	1%
25	CCOC(=O)C1=C(O)C(=O)C(C(=O)OCC)C1 (centres undefined)	nt	nt	-1%	nt	nt
26	COc1ccc(CN2CCNC(=O)C2CC(=O)O)cc1OC (centres undefined)	-2	3%	-2%	-12%	0%
27	Oc1ccc(-c2nccs2)cc1	nt	nt	-3%	nt	nt
28	CNC(=O)c1nnn(-c2ccccc2)c1C(=O)NC	-3	-2%	2%	-4%	3%
29	O=C1Nc2ccccc2/C1=C/c1cnc(-c2ccccc2)[nH]1	-12	?	?	nt	3%
30	Cc1cc2oc(C(=O)N(Cc3ccco3)C3CCS(=O)(=O)C3)cc(=O)c2cc1Cl (centres undefined)	-3	-4%	-7%	10%	4%

item	AT treatment	TCR activator	ASM inhibitor	Integrin act MD	MBNL1-CUG inh
21	4%	-1%	-1%	-13%	-10%
22	-7%	-1%	-1%	3%	-5%
23	2%	4%	-3%	11%	-6%
24	4%	3%	3%	12%	-2%
25	nt	-3%	6%	7%	nt
26	-2%	1%[46.1 µM]	5%	3%	13%
27	nt	3%	29%	8%	nt
28	2%	1%	3%	3%	2%
29	-17%	8%	-5%	-4%	nt
30	1%	9%	-3%	-11%[7.66 µM]	5%

Going on with the list:
item	smiles	TSHR antag	CXXC DNA block	TSG101-PTAP inh	Menin-MLL TR inh	Mito fusion act
31	Cc1ccc(NC(=O)CCC(=O)NNC(=O)c2ccco2)cc1C	4	3%	-7%	0%	1%
32	CC(NC(=O)c1ccc(S(=O)(=O)C(F)F)cc1)c1ccccc1 (centres undefined)	-2	-7%	-3%	-8%	6%
33	CCOC(=O)c1ccc(NC(=O)c2cc3ccccc3o2)cc1	-18	3%	-1%	?	2%
34	CCOc1ccc(C=NNc2ccc(S(=O)(=O)Nc3ccccc3C(=O)O)cc2[N+](=O)[O-])cc1OC	-10	nt	-21%	nt	nt
35	CCOC(=O)C(C(=O)OCC)=C1OC(=O)c2ccccc21	9	-6%	-8%	8%	4%
36	Cc1ccc(S(=O)(=O)NCCc2ccncc2)cc1C	29	-1%	0%	-16%	-2%
37	Cc1ccc2sc(NNC(=O)C3COc4ccccc4O3)nc2c1C (centres undefined)	1	-10%	1%	0%	15%

item	AT treatment	TCR activator	ASM inhibitor	Integrin act MD	MBNL1-CUG inh
31	-5%	nt	2%	-7%	0%
32	2%	0%	-2%	9%	-9%
33	1%	-7%	-2%	5%	4%
34	-8%	-4%	?	17%	nt
35	12%	1%	2%	0%	-1%
36	6%	-3%	5%	-10%	1%
37	0%	-4%	11%	-23%	-21%

Assay outcomes as filed in PubChem BioAssay.
